GC-B act – GC-B (human) receptor activation; P20594; HEK293-GC-B cells, CNP EC30, cGMP TR-FRET; 0% at EC30 CNP, 100% saturating CNP; activation, % at 10 µM; hit rate 0.11% among 370,000; AID 1920062;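 active = activation at 10 µM reaching about 35% in either raw or pattern-adjusted values, limit read from the data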
Target sequence (P20594 whole entry, looked up): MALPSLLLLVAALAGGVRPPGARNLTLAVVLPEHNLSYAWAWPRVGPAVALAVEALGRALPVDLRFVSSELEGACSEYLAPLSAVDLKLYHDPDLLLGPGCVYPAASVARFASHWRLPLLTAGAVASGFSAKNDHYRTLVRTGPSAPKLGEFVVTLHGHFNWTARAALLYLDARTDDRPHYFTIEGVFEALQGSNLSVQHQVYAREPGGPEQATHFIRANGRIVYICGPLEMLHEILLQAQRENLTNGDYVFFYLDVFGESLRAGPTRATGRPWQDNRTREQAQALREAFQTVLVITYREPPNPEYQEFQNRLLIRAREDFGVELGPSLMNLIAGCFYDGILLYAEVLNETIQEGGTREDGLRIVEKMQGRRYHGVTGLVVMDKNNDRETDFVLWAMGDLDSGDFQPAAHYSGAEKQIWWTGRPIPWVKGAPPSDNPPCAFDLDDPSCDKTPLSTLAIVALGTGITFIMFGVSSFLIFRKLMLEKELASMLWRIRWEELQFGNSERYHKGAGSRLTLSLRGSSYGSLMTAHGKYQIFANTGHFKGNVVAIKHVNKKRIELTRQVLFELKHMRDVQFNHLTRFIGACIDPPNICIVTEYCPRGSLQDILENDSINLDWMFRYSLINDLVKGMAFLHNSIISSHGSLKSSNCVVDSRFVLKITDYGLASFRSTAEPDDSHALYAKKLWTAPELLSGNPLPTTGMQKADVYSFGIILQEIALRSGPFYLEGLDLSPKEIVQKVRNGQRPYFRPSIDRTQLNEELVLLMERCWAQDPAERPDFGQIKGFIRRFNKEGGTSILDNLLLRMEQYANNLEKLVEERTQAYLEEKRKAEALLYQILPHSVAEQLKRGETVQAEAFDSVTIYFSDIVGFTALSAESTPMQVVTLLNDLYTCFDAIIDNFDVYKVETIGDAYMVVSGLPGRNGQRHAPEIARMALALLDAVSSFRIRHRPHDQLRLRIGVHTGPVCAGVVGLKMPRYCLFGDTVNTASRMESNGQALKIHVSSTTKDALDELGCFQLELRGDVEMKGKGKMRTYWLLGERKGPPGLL
SIAE inh – human SIAE inhibition, primary screen; Q9HAT2; SIAE FP-Rh probe binding, fluorescence polarization; inhibition, % at 9.66 µM; hit rate 0.69% among 370,000;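 active = inhibition above a cutoff: mean of compounds within the control limits plus 3 SD of those, cut at about 17% in these data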;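 also: 0% = plate median of compound wells and 100% = probe without SIAE protein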
TCR CD3 inh – human TCR-CD3 binding inhibition; hit rate 0.37% among 360,000; inhibition, % at 9.4 µM; AID 651800; TAMRA-labeled TCR probe fluorescence, biochemical; in the data active = inhibition above about 19%;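 also: recombinant mutant TCR 2C K166C tagged with TAMRA read by polarization; 0% = receptor in buffer alone and 100% = receptor with positive control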
PRMT1 inh – inhibitors of human PRMT1; Q99873; recombinant PRMT1, activity-based probe fluorescence polarization; inhibition, % at 2.79 µM; hit rate 1.3% among 370,000; AID 652257;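 active = inhibition above about 21% made by adding two undisclosed values, limit read from the data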
UHRF1 MBD2 ctr – blocks human UHRF1 binding to methylated DNA; Q96T88; UHRF1 binding to methylated oligo, TR-FRET; inhibition, % at 4.4 µM; hit rate 0.75% among 370,000; AID 687016; in the data active = inhibition above about 21%;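 also: UHRF1 SRA domain binding a hemimethylated CpG hairpin DNA probe; 0% = median of test compound wells and 100% = reference inhibitor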
mABHD4 FP – ABHD4 (mouse) inhibition, primary FP screen. hit rate 0.54% among 370,000. purified mABHD4, FP-Rh probe fluorescence polarization. Q8VD66. inhibition, % at 8.92 µM;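 active = inhibition exceeding the mean over every tested compound plus 3 SD, cut at about 30% in these data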;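 also: 0% = plate median of compound wells and 100% = S159A mutant with DMSO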
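system = mouse ABHD4 enzyme, wild type | medium = HEPES pH 7.0, NaCl, Pluronic buffer | also added = FP-Rh probe | incubation = Enzyme–compound pre-incubation 45 min, then probe 60 min, both 25 °C | technique = fluorescence polarization, excitation 525 nm, emission 598 nm, BODIPY TMR filters | controls = S159A mutant high control, sample median low control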
rCAG binder – r(CAG) repeat RNA binding; AID 651821; hit rate 1.3% among 370,000; TO-PRO-1 dye displacement fluorescence; inhibition, % at 3 µM;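 active = inhibition above the plate cutoff, the mean of all test compounds on that plate plus 3 SD, cut at about 35% in these data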;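 also: 0% = DMSO alone and 100% = 100 µM mitoxantrone as full dye displacement; higher means more dye released from RNA so lower well fluorescence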
NPR1 activator – GC-A (human) enzyme activation; P16066; HEK293 GC-A cells, cGMP TR-FRET, EC30 ANP; 0% at EC30 ANP, 100% saturating ANP; activation, % at 10 µM; hit rate 0.14% among 370,000; AID 1671463; in the data active = activation above about 40%
HTRA1 inh – HTRA1 (human) protease inhibition | Q92743 | recombinant HTRA1, FP-rhodamine activity-based probe, fluorescence polarization | inhibition, % at 5.96 µM | hit rate 0.5% among 340,000 | AID 504803; in the data active = inhibition above about 36%;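 also: 0% = enzyme with DMSO and 100% = wells lacking enzyme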
MBD2 inh – inhibitors of human MBD2 binding to methylated oligonucleotide | Q9UBB5 | inhibition, % at 4.4 µM | TR-FRET | AID 686964 | hit rate 0.31% among 370,000; in the data active = inhibition above about 13%
* = called active by the depositor; x = not tested or not shown. The list is partial. The share of hits here may be higher or lower than overall.

1	COc1ccc(CN(C)C(=O)Cn2ccc(NC(=O)OCc3ccccc3)nc2=O)cc1OC
2	COc1ccc(-c2cc(-c3ccccc3)no2)cc1
3	N#Cc1ccc(S(=O)(=O)N2CCC(C(=O)Nc3cccc(C(=O)NC4CC4)c3)CC2)cc1
4	CCN(CC)S(=O)(=O)c1ccc(N2CCCC2)c(NC(=O)CSCc2c(C)noc2C)c1
5	COc1cc(/C=N/Nc2nnc3c(n2)[nH]c2ccccc23)ccc1O
6	COc1ccc(-c2nnc(N(C)C(=O)C3CCOC3)s2)cc1 (stereo unspecified)
7	CCn1cc(CN2CCN(Cc3ccc(C)o3)C(CCO)C2)c2ccccc21 (stereo unspecified)
8	Cc1ccccc1NC(=O)Cn1c(O)c(N=NC(=O)c2ccccc2O)c2ccccc21

entry no.	1	2	3	4	5	6	7	8
GC-B act	0	-2	-1	0	-2	-3	2	2
SIAE inh	13	-4	2	-20	16	-1	-2	-23
TCR CD3 inh	-4	4	4	-8	-5	0	3	5
PRMT1 inh	-2	-3	4	7	-2	1	-1	-6
UHRF1 MBD2 ctr	-2	-2	-1	0	-11	-2	0	1
mABHD4 FP	-5	-4	4	4	10	0	2	1
rCAG binder	-1	1	3	4	14	0	-9	3
NPR1 activator	0	7	0	3	-3	-6	-3	-5
HTRA1 inh	1	-17	0	-4	7	0	4	7
MBD2 inh	0	4	0	-1	-16	2	-7	-5

9	O=C(O)C12C[C@H]3C[C@@H](C1)CC(n1ncc(N4CCN(c5ccccc5)CC4)c(Cl)c1=O)(C3)C2
10	O=C(OCC#CCSc1nnc(-c2ccccc2F)o1)c1ccc(F)cc1
11	CN(C)c1ccc(/C=C(/C#N)C(=O)NCc2ccccc2)o1
12	CCC(CO)Oc1cc(NC(=O)Cc2ccccc2)c2ncn(C(C)C)c2c1 (stereo unspecified)
13	c1ccc(C2[C@H]3CN(Cc4cccnc4)[C@H](c4ccccc4)C34CC2(c2ccccc2)C4)cc1 (stereo partly specified)
14	CCN1CC2=C(OC(N)=C(C#N)C2c2cccs2)/C(=C\c2cccs2)C1 (stereo unspecified)
15	Cc1ccc(NC(=O)c2ccc3c(c2)OCO3)cc1Cl
16	CCNC(=O)NC(=O)COC(=O)CCCSc1nc2ccccc2s1

entry no.	9	10	11	12	13	14	15	16
GC-B act	-3	-5	5	1	-19	x	10	1
SIAE inh	1	7	1	14	-2	-4	0	-3
TCR CD3 inh	8	x	-5	-6	-3	-1	4	4
PRMT1 inh	-2	-4	-83	-3	3	6	0	-4
UHRF1 MBD2 ctr	2	-2	-77	3	1	-2	-1	2
mABHD4 FP	14	-10	-8	5	7	3	-8	-10
rCAG binder	8	x	-60	-6	10	7	1	-3
NPR1 activator	-2	2	10	1	-14	x	-3	1
HTRA1 inh	2	x	-6	-4	-42	4	-28	-7
MBD2 inh	5	-6	-24	2	7	-3	-1	-3

One compound at a time, as listed above:
Profile of O=C(OCC#CCSc1nnc(-c2ccccc2F)o1)c1ccc(F)cc1 : GC-B act = -5; SIAE inh = 7; TCR CD3 inh = x; PRMT1 inh = -4; UHRF1 MBD2 ctr = -2; mABHD4 FP = -10; rCAG binder = x; NPR1 activator = 2; HTRA1 inh = x; MBD2 inh = -6
Profile of CCC(CO)Oc1cc(NC(=O)Cc2ccccc2)c2ncn(C(C)C)c2c1 (stereo unspecified) : GC-B act = 1; SIAE inh = 14; TCR CD3 inh = -6; PRMT1 inh = -3; UHRF1 MBD2 ctr = 3; mABHD4 FP = 5; rCAG binder = -6; NPR1 activator = 1; HTRA1 inh = -4; MBD2 inh = 2

Other results.
17	CCCCNC(=O)c1nc(-c2cnc(C)cn2)oc1-c1ccc(Cl)cc1
18	CC(C)=NNC(=O)c1c(O)c2ccccc2[nH]c1=O
19	CN(CCc1ccccc1)C(=O)c1ccc(NC(=O)Cc2ccc(NC(=O)C3CCCN(C(=O)C4CCC4)C3)cc2)cc1 (stereo unspecified)
20	O=C(/C=C/c1ccco1)NCCc1ccccc1
21	CC(C)c1cc(CNC(=O)C2CCC(=O)N(Cc3ccccc3F)C2)on1 (stereo unspecified)
22	CCc1ccc(NS(=O)(=O)c2ccc3[nH]cc(C(=O)N4CCc5ccccc54)c(=O)c3c2)cc1
23	O=C(CSc1nc2c(c(=O)n1-c1ccccc1)SCC2)N1CCN(c2ccccc2)CC1
24	O=C(c1ccccc1)c1ccc2c(c1)OCCOCCOCCOCCO2

entry no.	17	18	19	20	21	22	23	24
GC-B act	-3	3	1	-2	0	-3	2	-2
SIAE inh	-14	1	-7	6	-6	-29	1	1
TCR CD3 inh	5	4	2	-3	5	13	-3	3
PRMT1 inh	-4	1	-2	5	-3	2	2	-5
UHRF1 MBD2 ctr	4	-1	0	-2	-2	7	1	-1
mABHD4 FP	-3	-4	-7	2	-2	-41	8	-2
rCAG binder	4	1	7	-1	-4	26	6	-8
NPR1 activator	-1	2	1	-1	4	-2	0	0
HTRA1 inh	x	4	-13	-4	7	-37	-5	-6
MBD2 inh	3	1	2	-1	0	4	-1	-3

25	Brc1ccc(-c2nnc(SCCC3OCCCO3)o2)cc1
26	CC1(C)Cc2c(sc(NC(=O)c3ccc(S(=O)(=O)N4CCCCCC4)cc3)c2C#N)C(C)(C)N1
27	COc1ccc(/C=C(\NC(=O)c2ccccc2)C(=O)N/N=C/c2ccncc2)cc1
28	CC1(C)CC(CC(=O)O)(c2ccc(Cl)cc2)CCO1 (stereo unspecified)
29	Cc1ccc(C)c(Cn2cnc3c(oc4ccccc43)c2=O)c1
30	COc1ccccc1OCc1n[nH]c(=S)n1Cc1ccccc1
31	O=C(CSc1nnc(-c2ccncc2)n1-c1ccc(Cl)cc1)Nc1ccc(C(=O)O)cc1
32	CC(=O)Nc1ccc(S(=O)(=O)N2CCCN(S(=O)(=O)c3ccc(NC(C)=O)cc3)CC2)cc1

entry no.	25	26	27	28	29	30	31	32
GC-B act	-2	6	1	-13	0	-5	3	2
SIAE inh	2	12	-6	-5	-4	-2	-3	11
TCR CD3 inh	-2	5	5	1	0	-8	-1	4
PRMT1 inh	0	-1	-2	-1	-8	6	6	-2
UHRF1 MBD2 ctr	-2	-2	-10	1	19	0	2	0
mABHD4 FP	-7	6	0	5	-7	3	0	3
rCAG binder	-5	5	2	3	0	0	3	5
NPR1 activator	5	1	-2	-7	-1	-1	5	0
HTRA1 inh	-1	0	-9	12	0	2	-3	-1
MBD2 inh	0	-3	-1	2	1	5	0	-3

33	COc1cccc(-n2c(C)c(C(C)=O)c(C(C)=O)c2C)c1
34	COc1ccc(C)cc1NC(=O)NCCCCc1ccccc1
35	Cc1cc2c(cc(C(=O)OC(C(=O)NCC3CCCO3)C(C)C)n2C)o1 (stereo unspecified)
36	O=C(COC(=O)CCC(=O)c1cccs1)Nc1ccc(S(=O)(=O)N2CCOCC2)cc1
37	COCCN(CCOC)Cc1cc(=O)oc2cc(C)c(Cl)cc12
38	C=CCn1c(C)cc(C(=O)CSc2nnc(NC(C)C)s2)c1C
39	CCCCN(C)CCNC(=O)C1CCCN(S(=O)(=O)c2cccc3nsnc23)C1 (stereo unspecified)
40	Cc1ccccc1NC(=S)NC(=O)C1CCCCC1

entry no.	33	34	35	36	37	38	39	40
GC-B act	-1	-9	2	4	5	2	5	2
SIAE inh	-7	2	4	6	5	5	-2	2
TCR CD3 inh	-7	-9	6	2	-6	-1	5	5
PRMT1 inh	1	3	0	0	8	5	0	0
UHRF1 MBD2 ctr	3	6	-1	-1	3	7	0	-2
mABHD4 FP	-4	-15	1	-4	5	-5	0	0
rCAG binder	-8	-6	-9	5	6	1	0	-5
NPR1 activator	-2	-1	2	2	4	1	3	0
HTRA1 inh	0	-19	0	3	x	3	7	-8
MBD2 inh	2	2	0	1	3	6	-5	-5

(next part)
Second line of a record – GC-B act, SIAE inh, TCR CD3 inh, PRMT1 inh, UHRF1 MBD2 ctr, mABHD4 FP, rCAG binder, NPR1 activator, HTRA1 inh, MBD2 inh
41: COc1ccc(S[C@]2(C(=O)N3CCN(c4ncccn4)CC3)CC(=O)N(c3ccsc3)[C@@H]2c2ccc(OC)cc2)cc1
    -1, -11, x, 2, 0, -14, 13, 3, x, 3
42: CCn1c(=O)c2ccccc2n(Cc2ccccc2C)c1=O
    17, -3, -2, -2, -3, 1, -5, 14, -4, 2
43: CC(C)(C)c1csc(N(CCC#N)CCC#N)n1
    1, -4, -6, 0, 6, -10, -3, 4, -8, 8
44: O=C1C(F)=CC(COC(c2ccccc2)(c2ccccc2)c2ccccc2)OC1n1cc(F)c(=O)[nH]c1=O (stereo unspecified)
    -14, -2, 3, 15, 1, -11, 26, -37, -49, 3
45: CC(=O)Nc1ccc(S(=O)(=O)Nc2cccc3[nH]ncc23)cc1
    5, 10, 3, 4, 1, 2, 1, -4, -2, 0
46: COc1ccc(OC)c(N(CC(=O)Nc2cccc(C(F)(F)F)c2)S(C)(=O)=O)c1
    -5, 5, -1, 0, -1, -7, -4, -4, -8, -1
47: CC(NC(=O)C(=O)NN=C1CCCCCC1)c1ccccc1 (stereo unspecified)
    2, 7, 5, -1, 0, 16, -3, 1, -2, 0
48: COc1ccc(-n2cnc(N)c2C(=O)c2cccc([N+](=O)[O-])c2)cc1
    1, 2, 9, -3, 0, 1, -5, 2, 3, -4
49: COc1ccc(N2CC(C(=O)Nc3nnc(SCc4cccnc4)s3)CC2=O)cc1 (stereo unspecified)
    -3, 4, 9, 0, -3, -4, 7, -5, -5, 2
50: CCOc1ccc(-n2cnnn2)cc1S(=O)(=O)NCc1ccccc1
    3, 2, 3, -1, 2, 0, 1, 0, -4, -5
51: O=C(/C=C/c1ccccc1Cl)Nc1cccnc1
    -6, -10, 5, 4, 0, -3, -1, -7, -13, 2
52: Cc1cccc(NCC(=O)N/N=C\c2c[nH]c3ccccc23)c1
    -10, 2, -10, 3, 2, 16, 14, -1, 6, -3
53: COCCn1c(SCC(N)=O)nc2c(c1=O)SC(C)C2 (stereo unspecified)
    0, 3, -3, 1, 2, 0, 1, 3, 0, 4
54: CC1CC(C)CN(CCCNC(=O)c2csc3c2CCCC3)C1 (stereo unspecified)
    -6, 10, 3, 1, 0, 4, -3, -4, 6, 1
55: CC(=O)Nc1ccc2c(c1)nc(CCN1CCN(C)CC1)n2C
    6, 4, 1, -5, 1, 0, -3, 5, 9, 4
56: COc1ccc(CNC(=O)CC2C[C@H](C(=O)N(C(C)C)C(C)C)[C@@]3(C)c4[nH]c5ccccc5c4CCN3C2=O)cc1OC (stereo partly specified)
    -2, -1, 2, 1, 3, -1, 5, -1, -1, 0

Only rCAG binder, MBD2 inh and NPR1 activator, for 7 of the compounds above:
no. | Molecule | rCAG binder | MBD2 inh | NPR1 activator
55 | CC(=O)Nc1ccc2c(c1)nc(CCN1CCN(C)CC1)n2C | -3 | 4 | 5
42 | CCn1c(=O)c2ccccc2n(Cc2ccccc2C)c1=O | -5 | 2 | 14
56 | COc1ccc(CNC(=O)CC2C[C@H](C(=O)N(C(C)C)C(C)C)[C@@]3(C)c4[nH]c5ccccc5c4CCN3C2=O)cc1OC (stereo partly specified) | 5 | 0 | -1
49 | COc1ccc(N2CC(C(=O)Nc3nnc(SCc4cccnc4)s3)CC2=O)cc1 (stereo unspecified) | 7 | 2 | -5
46 | COc1ccc(OC)c(N(CC(=O)Nc2cccc(C(F)(F)F)c2)S(C)(=O)=O)c1 | -4 | -1 | -4
48 | COc1ccc(-n2cnc(N)c2C(=O)c2cccc([N+](=O)[O-])c2)cc1 | -5 | -4 | 2
53 | COCCn1c(SCC(N)=O)nc2c(c1=O)SC(C)C2 (stereo unspecified) | 1 | 4 | 3
